Bioassay records as filed in PubChem.
S3 lipid droplet: qHTS Assay for Lipid Storage Modulators in Drosophila S3 Cells | Drosophila S3 cells, BODIPY lipid droplet fluorescence, 18-24 h; cells fed with added oleic acid | lipid storage change, negative = inhibition, % at the top dose, mostly 46.1 µM; hits show Potency in µM | 320,000 compounds, 0.64% hits | AID 2685, 2010; active = well fitted inhibition curve with a large enough effect in the signal ratio, with a control signal flat, not every such curve was filed as active; inconclusive = small, poorly fitted or top-dose-only effect, or effect the other way, or a change in a side signal; the % refers to the signal ratio
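Drosophila S3 cells loaded with oleic acid (400 uM, as added) and compounds at several concentrations; lipid droplets imaged by 488-nm laser-scanning cytometry, 500–530 nm intensity and object ratio to cell channel. Percent activity normalized to 20 uM Triacsin C.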
S3 lipid droplet cell count max: recorded beside S3 lipid droplet, whose call it bears; cell number change, %; measured here: cell count max response;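 cells counted by Cell Tracker Red CMTPX staining in the red channel; peak over a dose series mostly up to 46.1 µM; percent activity relative to internal control wells on each plate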
Active calls of the source: *. % is scaled to controls: 0 for no effect and ±100 for the full control effect; potency is read from the fitted curve at half-maximal effect. An excerpt (hit frequency here may not be typical).

`O=C(CCNC(=O)C1CCN(S(=O)(=O)c2ccc(F)cc2)CC1)Nc1nccs1` gave S3 lipid droplet inconclusive.
Screening Cc1ccc(C(c2nnnn2C(C)(C)C)N2CCN(C3CCCC3)CC2)cc1 (stereo not given) returned S3 lipid droplet inactive and S3 lipid droplet cell count max -5.
Screening COc1ccc(N2CCN(C(=O)c3ccc4c(c3)NC(=O)C(CSCc3c(F)cccc3Cl)N4)CC2)cc1 (stereo not given) returned S3 lipid droplet 16% and S3 lipid droplet cell count max 6.
`CCOc1ccc(N2Cc3ccccc3C2)cc1` gave S3 lipid droplet inconclusive.
For COc1ccc(CNC(=O)CNC(=O)[C@@H]2Cc3ccccc3CN2)cc1 the results were S3 lipid droplet inconclusive.
Nc1ncc2c(n1)CC(c1ccco1)CC2=O (stereo not given) was read as S3 lipid droplet -7% and S3 lipid droplet cell count max -4.
CCCc1nnc(NC(=O)Cn2cnc3ccccc3c2=O)s1 was read as S3 lipid droplet -8% and S3 lipid droplet cell count max 1.
COC(=O)/C(=N/Nc1ccccc1)N1CCCc2ccccc21 was read as S3 lipid droplet inconclusive.
For COc1cc(/C=C/C(=O)OCC(=O)N(C)C2CCS(=O)(=O)C2)ccc1OC(F)F (stereo not given) the results were S3 lipid droplet -11% and S3 lipid droplet cell count max 9.
For O=C(NC1CCCC1)c1cc2nc(-c3ccco3)cc(C(F)(F)F)n2n1 the results were S3 lipid droplet inconclusive.
`Cc1nc2cc(-c3ccccc3)ccc2o1` gave S3 lipid droplet inconclusive.
`O=Cc1cn(CC(=O)N2CCc3ccccc32)c2ccccc12` gave S3 lipid droplet inconclusive.
`O=C(NCc1ccc2c(c1)OCO2)C1CC(c2ccc(Cl)c(Cl)c2)=NO1` (stereo not given) gave S3 lipid droplet 4% and S3 lipid droplet cell count max 1.
Screening O=C(Nc1ccc(Br)cc1)C1CCCN(C2=NS(=O)(=O)c3ccccc32)C1 (stereo not given) returned S3 lipid droplet 7% and S3 lipid droplet cell count max 1.
Screening Cc1ccccc1Nc1c([N+](=O)[O-])ccc2c1=NC1(CCCCC1)N=2 returned S3 lipid droplet inconclusive.
`COc1ccc(S(=O)(=O)CCC(=O)NCCc2ccc(Cl)cc2)cc1` gave S3 lipid droplet -9% and S3 lipid droplet cell count max -9.
N=c1nc(-c2ccccc2)ccn1O was read as S3 lipid droplet 5% and S3 lipid droplet cell count max 12.
Screening CCC(CC)c1nnc(NC(=O)c2ccc3c(c2)OCO3)s1 returned S3 lipid droplet inconclusive.
For O=C(Nc1ncc(Cc2cccc(Cl)c2)s1)c1cccs1 the results were S3 lipid droplet 4% and S3 lipid droplet cell count max -5.
Screening O=C(COC(=O)c1ccc[nH]c1=O)NC1CCCCCCC1 returned S3 lipid droplet inconclusive.
Screening COc1ccc(-c2c(C(F)(F)F)nn(C)c2NC(=O)c2ccco2)cc1 returned S3 lipid droplet inconclusive.
For COc1ccc(/C=C2\N=C3CCCCCN3C2=O)cc1 the results were S3 lipid droplet inconclusive.
Screening C/C(=N\NC(=O)CNc1cccc2ccccc12)c1ccccc1 returned S3 lipid droplet 1% and S3 lipid droplet cell count max -4.
For C#CCOCCOCCOCCNc1nc(N2CCN(C(=O)Cn3cc(CCO)nn3)CC2)nc(N2CCN(C(=O)[C@H]([C@@H](C)O)n3cc(CCCCN)nn3)CC2)n1 the results were S3 lipid droplet 2% and S3 lipid droplet cell count max -11.
Cc1cc(C)nc(-n2ncc3c2CCCC3=O)n1 was read as S3 lipid droplet inconclusive.
For COCCCN1C(=O)C(=O)/C(=C(/O)c2ccc(S(=O)(=O)N3CCCCC3)cc2)C1c1ccc(F)cc1 (stereo not given) the results were S3 lipid droplet inactive and S3 lipid droplet cell count max 25.
O=C(NCCN1CCOCC1)C1CC(=O)N(c2ccc(F)c(Cl)c2)C1 (stereo not given) was read as S3 lipid droplet inconclusive.
Cc1nnc(SCC(=O)NC2CCCCC2)s1 was read as S3 lipid droplet inconclusive.
`O=C(Nc1cnn(Cc2ccc(F)cc2)c1)c1cnn2c(C(F)F)cc(-c3ccccc3)nc12` gave S3 lipid droplet inconclusive.
Screening CCCCC1(Br)C(=O)N(c2ccccc2)N(c2ccccc2)C1=O returned S3 lipid droplet inconclusive.
For CCCCc1nnc(NC(=O)Cc2ccc(S(=O)(=O)N3CCOCC3)s2)s1 the results were S3 lipid droplet inconclusive.
Screening CC(=O)Nc1ccc(-c2csc(NCc3ccccc3)n2)cc1 returned S3 lipid droplet inconclusive.
Screening CN(Cc1cn(-c2ccccc2)nc1-c1ccc(F)cc1)C(=O)CCC(=O)O returned S3 lipid droplet 1% and S3 lipid droplet cell count max -9.
O=C(Nc1ccc(-c2cn3ccsc3n2)cc1)C1CCCC1 was read as S3 lipid droplet inconclusive.
O=C(COC(=O)CCc1nc2ccccc2c(=O)[nH]1)Nc1ccccc1OC(F)F was read as S3 lipid droplet inconclusive.
`Cc1cc(C)n(C(=O)CN2C(=O)COc3ccccc32)n1` gave S3 lipid droplet inconclusive.

For convenience, 11 of the compounds above:
Screening C/C(=N\NC(=O)CNc1cccc2ccccc12)c1ccccc1 returned S3 lipid droplet 1% and S3 lipid droplet cell count max -4.
For C#CCOCCOCCOCCNc1nc(N2CCN(C(=O)Cn3cc(CCO)nn3)CC2)nc(N2CCN(C(=O)[C@H]([C@@H](C)O)n3cc(CCCCN)nn3)CC2)n1 the results were S3 lipid droplet 2% and S3 lipid droplet cell count max -11.
Cc1cc(C)nc(-n2ncc3c2CCCC3=O)n1 was read as S3 lipid droplet inconclusive.
For COCCCN1C(=O)C(=O)/C(=C(/O)c2ccc(S(=O)(=O)N3CCCCC3)cc2)C1c1ccc(F)cc1 (stereo not given) the results were S3 lipid droplet inactive and S3 lipid droplet cell count max 25.
O=C(NCCN1CCOCC1)C1CC(=O)N(c2ccc(F)c(Cl)c2)C1 (stereo not given) was read as S3 lipid droplet inconclusive.
Cc1nnc(SCC(=O)NC2CCCCC2)s1 was read as S3 lipid droplet inconclusive.
`O=C(Nc1cnn(Cc2ccc(F)cc2)c1)c1cnn2c(C(F)F)cc(-c3ccccc3)nc12` gave S3 lipid droplet inconclusive.
Screening CCCCC1(Br)C(=O)N(c2ccccc2)N(c2ccccc2)C1=O returned S3 lipid droplet inconclusive.
For CCCCc1nnc(NC(=O)Cc2ccc(S(=O)(=O)N3CCOCC3)s2)s1 the results were S3 lipid droplet inconclusive.
Screening CC(=O)Nc1ccc(-c2csc(NCc3ccccc3)n2)cc1 returned S3 lipid droplet inconclusive.
Screening CN(Cc1cn(-c2ccccc2)nc1-c1ccc(F)cc1)C(=O)CCC(=O)O returned S3 lipid droplet 1% and S3 lipid droplet cell count max -9.

The list goes on:
COc1cccc(Nc2ccc([N+](=O)[O-])c3nonc23)c1 was read as S3 lipid droplet inconclusive.
Screening O=C(CSc1nnc(Cc2ccccc2)o1)NCc1ccco1 returned S3 lipid droplet 13% and S3 lipid droplet cell count max -17.
Screening Cc1ccc(-n2ccc(=O)c(C(=O)Nc3ccc(S(=O)(=O)Nc4onc(C)c4C)cc3)n2)cc1 returned S3 lipid droplet inactive and S3 lipid droplet cell count max -4.
For COc1cc(OC)cc(C(=O)NCC(=O)NC(C)c2ccccc2)c1 (stereo not given) the results were S3 lipid droplet inconclusive.
Screening Cc1nn2c(N3CCN(C4CCCC4)CC3)cc(C(C)(C)C)nc2c1-c1ccccc1 returned S3 lipid droplet inconclusive.
For CSc1nc(N2CCN(Cc3ccc4c(c3)OCO4)CC2)c2ccccc2n1 the results were S3 lipid droplet inconclusive.
For CN(C(=O)COc1ccc(Br)cc1Cl)C1CCCCC1 the results were S3 lipid droplet inconclusive.
Screening CC1CCN(S(=O)(=O)c2cccc(C(=O)N(Cc3ccccc3)c3ccccn3)c2)CC1 returned S3 lipid droplet 11% and S3 lipid droplet cell count max 0.
For CSCCC(NC(=O)COc1ccccc1)C(=O)N1CCC(C(N)=O)CC1 (stereo not given) the results were S3 lipid droplet 16% and S3 lipid droplet cell count max -5.
Screening CCc1nn(CC(=O)NCCCc2ccccc2)c(=O)c2cc3c(OC)cccc3n12 returned S3 lipid droplet inconclusive.
`CCn1nnnc1SCC(=O)N(C)C1CCS(=O)(=O)C1` (stereo not given) gave S3 lipid droplet inconclusive.
`COCCn1c(SCC(=O)Nc2cc(C(C)(C)C)nn2-c2ccccc2)nc2ccccc2c1=O` gave S3 lipid droplet inconclusive.
For Cn1c(-c2ccc3ccccc3n2)[n+](C)c2ccccc21 the results were S3 lipid droplet 5% and S3 lipid droplet cell count max 4.
For Cc1nnc(SCC(=O)N2c3ccccc3CC2C)s1 (stereo not given) the results were S3 lipid droplet inconclusive.
`Cc1cc(-c2nnnn2-c2cc(Cl)cc(Cl)c2)no1` gave S3 lipid droplet -18% and S3 lipid droplet cell count max -7.
`O=C(/C=C/c1ccco1)NC(=S)Nc1ccccn1` gave S3 lipid droplet inactive.
Screening Cc1onc(-c2ccccc2)c1-c1ccnn1S(=O)(=O)c1ccc(Cl)cc1 returned S3 lipid droplet inconclusive.
`Cc1c(CCOC(=O)C23CC4CC(CC(C4)C2)C3)sc[n+]1CC#N` gave S3 lipid droplet inconclusive.
Cc1sc2nc(CN3CCCC3)nc(NCc3ccncc3)c2c1C was read as S3 lipid droplet inconclusive.
For Cc1ccc(S(=O)(=O)N2CCN(C3CCC(c4ccccc4)CC3)CC2)cc1 (stereo not given) the results were S3 lipid droplet inactive.
Screening CC(=O)c1ccc(NC(=O)Nc2cccc(Cl)c2)cc1 returned S3 lipid droplet inconclusive.
O=c1cc(Nc2ccc3c(c2)OCCO3)[nH]c(=O)n1-c1ccc(Br)cc1 was read as S3 lipid droplet 2% and S3 lipid droplet cell count max -13.
Screening COc1cc(C(C#N)N2N=C(c3ccccc3)CC2c2ccccc2)ccc1O (stereo not given) returned S3 lipid droplet 3% and S3 lipid droplet cell count max 2.
Screening COC(=O)C1C(O)=C(C=Nc2ccccc2)C(=O)CC1(C)C (stereo not given) returned S3 lipid droplet inconclusive.
`CN(C)CCNC(=S)Nc1ccc(F)c(F)c1F` gave S3 lipid droplet -25% and S3 lipid droplet cell count max -1.
Cc1onc(-c2c(Cl)cccc2Cl)c1NC(=O)NNc1c(Cl)cncc1Cl was read as S3 lipid droplet -5% and S3 lipid droplet cell count max 14.
COc1ccc(-c2cn(CCC(=O)NCc3ccc(C)cc3)c(-c3ccncc3)n2)cc1 was read as S3 lipid droplet inconclusive.
Screening N#CC1C=Cc2ccccc2N1C(=O)c1ccccc1 (stereo not given) returned S3 lipid droplet inconclusive.
Cc1ccccc1C(=O)Nc1ccnn1C1CCN(C(C)Cc2ccccc2F)CC1 (stereo not given) was read as S3 lipid droplet inactive and S3 lipid droplet cell count max 12.
For COC(=O)CCc1nc2cc(Cl)ccc2n(Cc2ccccc2)c1=O the results were S3 lipid droplet inconclusive.
For O=C(O)[C@H](Cc1ccccc1)Nc1ccc([N+](=O)[O-])cn1 the results were S3 lipid droplet inactive.
Screening CCOc1cc([N+](=O)[O-])cc(/C=C2/NC(=O)N(Cc3ccccc3F)C2=O)c1O returned S3 lipid droplet -5% and S3 lipid droplet cell count max 7.
Screening CN(C)/C=N/c1c(C#N)cnn1-c1ccc(C(F)(F)F)cn1 returned S3 lipid droplet inconclusive.
COc1cccc(NS(=O)(=O)c2ccc3[nH]cc(C(=O)NCCc4ccc(C)cc4)c(=O)c3c2)c1 was read as S3 lipid droplet -14% and S3 lipid droplet cell count max -23.
For O=[N+]([O-])c1ccc(CSc2ccc(S(=O)(=O)N3CCCC3)cn2)cc1 the results were S3 lipid droplet 20% and S3 lipid droplet cell count max 2.
For Cc1ccc(/C=N/Nc2nc(N3CCCCC3)nc(N3CCCCC3)n2)o1 the results were S3 lipid droplet 1% and S3 lipid droplet cell count max 2.
COCCN(C(=O)COC(=O)CCC(=O)c1ccc(Cl)cc1)c1c(N)n(Cc2ccccc2)c(=O)[nH]c1=O was read as S3 lipid droplet -14% and S3 lipid droplet cell count max 4.
Screening CC1=C(C(=O)OCc2ccccc2)C(c2ccc(N(C)C)cc2)NC(=O)N1 (stereo not given) returned S3 lipid droplet 0% and S3 lipid droplet cell count max -19.
Screening Cc1ccc(S(=O)(=O)N(C)C)cc1NC(=O)C(C)Sc1ccccc1 (stereo not given) returned S3 lipid droplet inconclusive.
Screening C[N+]1(CC(=O)OCCCc2ccccc2)CCCC1 returned S3 lipid droplet inconclusive.
`Cc1ccc(NC(=O)c2ccc3c(c2)C(=O)N(c2ccccc2C)C3=O)nc1` gave S3 lipid droplet inconclusive.
Screening CC(C)Oc1cccc(C(=O)Nc2ccc(N3CCN(S(C)(=O)=O)CC3)cc2)c1 returned S3 lipid droplet 8% and S3 lipid droplet cell count max 8.
For COc1ccc(C(=O)NNC(=O)COc2ccc(Cl)cc2C)cc1S(=O)(=O)N1CCOCC1 the results were S3 lipid droplet inconclusive.
CCOc1ccccc1CNC(=O)c1c([N+](=O)[O-])c(C)nn1C was read as S3 lipid droplet 19% and S3 lipid droplet cell count max 17.
Screening COc1ccccc1C(=O)N1CCN(c2ccc(N3CCOCC3)nn2)CC1 returned S3 lipid droplet inconclusive.
`CN(Cc1ccccc1)C(=O)CSc1nnc(-c2ccco2)n1-c1ccccc1` gave S3 lipid droplet inconclusive.
O=C(CSc1ccc(-c2ccccn2)nn1)N1CCc2ccccc21 was read as S3 lipid droplet -2% and S3 lipid droplet cell count max 4.
Screening COc1ccccc1C(=O)Nc1cccc(-c2cn3ccsc3n2)c1 returned S3 lipid droplet inconclusive.
For O=C(/C=C/c1ccccc1)Nc1nnc(-c2ccco2)o1 the results were S3 lipid droplet inconclusive.
For COc1ccccc1OCc1nnc(SCCN2CCOCC2)o1 the results were S3 lipid droplet inconclusive.
O=C(CSc1nnc(COc2ccccc2Cl)o1)NC(=O)NC1CCCC1 was read as S3 lipid droplet 8% and S3 lipid droplet cell count max 9.
